Screens as filed in PubChem.
SMN2 splice up: qHTS Assay for Enhancers of SMN2 Splice Variant Expression; 210,000 tested, 2.8% active; HEK293 SMN2-luciferase splicing reporter, luminescence, 30-36 h; Potency, µM (titrated, usually from 46.1 µM), without a hit: top-dose activity change, positive = activation, usual class: activators; note: % of control where 0% means no effect; nearly all actives have a fitted effect of over 55% in size
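HEK293 cells carry an SMN2 minigene-luciferase reporter in which exon 7 inclusion puts luciferase in frame. Cells were seeded at 2000 cells/well, attached for 10-12 hours, then exposed to compounds for 30-36 hours at 37C before ONE-Glo luminescence.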
Tau ThT inhib: qHTS for Inhibitors of Tau Fibril Formation, Thioflavin T Binding. 270,000 tested, 2.1% active. Microtubule-associated protein tau (Homo sapiens), P10636. Potency, µM (doses to about 57.4 µM), without a hit: top-dose activity, negative = inhibition, most hits filed as inhibitors. recombinant tau K18 P301L, heparin-induced fibrillization, ThT fluorescence; note: % is set by controls: 0 for no effect and ±100 for the full control effect; nearly all actives have a fitted effect of over 55% in size
Target sequence (P10636 561-689 P618L limits assumed): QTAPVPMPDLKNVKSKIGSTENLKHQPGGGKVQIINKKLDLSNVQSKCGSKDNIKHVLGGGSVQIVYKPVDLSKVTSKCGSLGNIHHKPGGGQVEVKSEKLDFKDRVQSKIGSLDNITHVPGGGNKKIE
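Fibril formation assay: tau K18 P301L at 15 uM with trace Alexa 594 label, heparin inducer 20 uM, pH 7 sodium acetate buffer, 37 C for 6 hr; endpoint ThT signal.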
JMJD2E inh: qHTS Assay for Inhibitors of Human Jumonji Domain Containing 2E (JMJD2E) | Lysine-specific demethylase 4E (Homo sapiens), B2RXH2 | JMJD2E catalytic domain, FDH-coupled NADH fluorescence (FDH is formaldehyde dehydrogenase) | Potency, µM (titrated, usually from 57.1 µM), for the others: at the highest dose activity change, negative = inhibition, actives largely listed as inhibitors | 230,000 tested, 1.6% active | AID 2147, 2009; active = well fitted inhibition curve with a large enough effect, not every such curve was filed as active; inconclusive = small, poorly fitted or top-dose-only effect, or another doubt; inactive = no such curve, though single readings can be large or run the other way;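 note: 0% = wells with enzyme and -100% = buffer wells without enzyme; nearly all actives have a fitted effect of over 50% in size; many of its hits are not listed in these tables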
RECQ1 helicase: qHTS Assay for Inhibitors of RecQ-Like Dna Helicase 1 (RECQ1) | ATP-dependent DNA helicase Q1 (Homo sapiens), P46063 | RECQ1 DNA unwinding, red fluorescence kinetic read | Potency, µM (series often up to 57.3 µM), inactives show at the highest dose activity, negative = inhibition, hits mostly inhibitors | 240,000 tested, 0.54% active | AID 2549, 2010;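 note: plate controls were vehicle for no effect and no enzyme for full effect; nearly all actives have a fitted effect of over 30% in size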
Target sequence (P46063 whole entry, looked up): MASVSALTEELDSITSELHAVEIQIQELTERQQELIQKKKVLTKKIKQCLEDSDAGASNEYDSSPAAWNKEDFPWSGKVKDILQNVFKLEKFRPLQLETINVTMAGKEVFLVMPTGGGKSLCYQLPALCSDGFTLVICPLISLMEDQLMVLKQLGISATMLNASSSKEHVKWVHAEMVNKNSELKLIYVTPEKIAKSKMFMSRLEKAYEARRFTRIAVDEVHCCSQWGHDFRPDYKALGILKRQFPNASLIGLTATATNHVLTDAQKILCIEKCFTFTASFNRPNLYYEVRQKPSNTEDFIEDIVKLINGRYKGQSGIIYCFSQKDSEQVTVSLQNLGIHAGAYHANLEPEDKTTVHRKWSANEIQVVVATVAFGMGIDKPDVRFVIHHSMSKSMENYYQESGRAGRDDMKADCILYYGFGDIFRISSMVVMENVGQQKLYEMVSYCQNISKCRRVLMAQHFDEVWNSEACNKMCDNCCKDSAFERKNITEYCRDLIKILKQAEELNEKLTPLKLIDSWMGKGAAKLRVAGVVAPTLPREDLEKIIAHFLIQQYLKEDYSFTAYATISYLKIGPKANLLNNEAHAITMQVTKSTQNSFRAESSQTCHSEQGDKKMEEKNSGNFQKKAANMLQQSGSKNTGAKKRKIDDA
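50 nM RECQ1T1 preincubated 15 min with compound in Tris pH 8.0 buffer with MgCl2, DTT, Tween-20 and 2.5 ug/ml poly(dI-dC); started with 200 nM TAMRA/BHQ-2 forked duplex and 2 mM ATP. Unwinding read as fluorescence (525/598 nm), two reads 2 h apart.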
LMNA splice mod: qHTS Assay for Modulators of Lamin A Splicing. HeLa LMNA splicing GFP/RFP minigene ratio, 48 h. Potency, µM (titrated, usually from 46.1 µM), for inactives: at the top dose ratio change, negative = inhibition, actives largely listed as inhibitors. 200,000 tested, 0.01% active. AID 1487, 2009; active = well fitted inhibition curve with a large enough effect in the signal ratio, with a control signal flat, not every such curve was filed as active; inconclusive = small, poorly fitted or top-dose-only effect, or effect the other way, or a change in a side signal; the % refers to the signal ratio; note: % is set by controls: 0 for no effect and ±100 for the full control effect
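Read-out is the ratio of GFP to DsRed2 object intensity, acquired by 488 nm laser-scanning cytometry on HeLa lamin A-EGFP minigene reporter cells. Compound incubation 48 hrs at 37 °C in Opti-MEM with 2% FBS; DMSO 0.5% final.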
ALDH1A1 inh: qHTS Assay for Inhibitors of Aldehyde Dehydrogenase 1 (ALDH1A1) | Aldehyde dehydrogenase 1A1 (Homo sapiens), P00352 | Purified ALDH1A1, NADH fluorescence, propionaldehyde substrate | Potency, µM (doses to about 75.3 µM), without a hit: top-dose activity, negative = inhibition, most hits filed as inhibitors | 220,000 tested, 7.3% active; active = well fitted inhibition curve with a large enough effect, not every such curve was filed as active; inconclusive = small, poorly fitted or top-dose-only effect, or another doubt; inactive = no such curve, though single readings can be large or run the other way;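 note: plate controls were no enzyme wells and a reference inhibitor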
L3MBTL1 block: qHTS Assay for the Inhibitors of L3MBTL1 | Lethal(3)malignant brain tumor-like protein 1 (Homo sapiens), Q9Y468 | AlphaScreen L3MBTL1–H3K9me1 peptide binding | Potency, µM (series often up to 57.1 µM), for the others: at the top dose activity, negative = inhibition, most hits filed as inhibitors | 230,000 tested, 0.66% active | AID 485360, 2010; note: % is set by controls: 0 for no effect and ±100 for the full control effect; nearly all actives have a fitted effect of over 60% in size
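Read-out is AlphaScreen signal from streptavidin donor and nickel chelate acceptor beads (10 ug/mL final each) bridging L3MBTL1 (50 nM) and biotinylated K9-monomethylated H3(1-15) peptide (75 nM), after 30 min compound exposure at room temperature.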
KinaseGlo FLuc: Counterscreen for Luciferase (Kinase-Glo TM) Inhibition. Potency, µM (top dose mostly 38.3 µM), for the others: at the highest dose activity change, negative = inhibition, actives largely listed as inhibitors. Luciferin 4-monooxygenase (Photuris pensylvanica), Q27757. 200,000 tested, 0.28% active. AID 1379, 2008. Kinase-Glo luciferase, ATP luminescence, 8 min; note: % is set by controls: 0 for no effect and ±100 for the full control effect; nearly all actives have a fitted effect of over 60% in size
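Kinase-Glo luciferase light output from ATP and luciferin was measured with 10 uM ATP, within the enzyme's linear range. Buffer: 50 mM imidazole pH 7.2, 50 mM KCl, 7 mM MgCl2, 0.01% Tween 20, 0.05% BSA; luminescence read after 8 min at ambient temperature.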
* = called active by the depositor; i = inactive; u = inconclusive; x = no result given; & = joins results of further samples; [ ] = another dose, or the depositor's remark. Unless noted, calls come from the whole dose curve; as a rule, active = well fitted curve in the direction sought with a large enough effect; inconclusive = small, poorly fitted or top-dose-only effect, or another doubt; inactive = no such curve, though single readings can be large; an effect the other way counts as inactive or inconclusive. Potency is the fitted concentration of half-maximal effect. An excerpt (hit frequency here may not be typical).

SMILES	SMN2 splice up	Tau ThT inhib	JMJD2E inh	RECQ1 helicase	LMNA splice mod	ALDH1A1 inh	L3MBTL1 block	KinaseGlo FLuc
CSc1nnc(C)c(=O)n1COC(=O)COc1ccccc1C	19%	-5%	53%[activator]	-2%	-3%	3%	10%	1%
Cc1ccc(OCC(=O)Nc2ccc(C)c(S(=O)(=O)N3CCCCCC3)c2)c([N+](=O)[O-])n1	-20%	-1%	3%	-12%	x	u	-3%	2%
Cc1cc(NC(=O)c2noc3c2CCCC3)nn1Cc1ccc(Cl)cc1	-50%[inhibitor]	-20%	2%	-13%	u	u	-2%	-3%
CCOc1ccccc1N1CC(C(=O)N2CCc3ccccc32)CC1=O (stereo unspecified)	3%	-6%	5%	-6%	-7%	11%	2%	-3%
NC1=NC2(CCCCC2)N=C(Nc2ccc(F)cc2F)N1	0%	8%	3%	-7%	-1%[0.0737 µM]	11%	3%	1%
COc1ccccc1OCC(=O)Nc1nonc1NC(=O)COc1ccccc1OC	7%	-2%	2%	1%	6%	5%	7%	0%
Cc1cc(C)c2c(n1)SCC(=O)N2CC(=O)NCCC1=CCCCC1	-12%	-1%	7%	-6%	-2%	u	1%	0%
Cc1cccc(N2CC(C(=O)Nc3nnc(SCC(=O)Nc4cc(C)on4)s3)CC2=O)c1 (stereo unspecified)	22%	-4%	-4%	-1%	1%	-4%	5%	-1%
O=C1CSC(=Nc2cc(Cl)ccc2Cl)N1	u	-1%	4%	-2%	-2%	1%	4%	6%
CC1=CC(=O)CC(C)(C)C1(O)/C=C/C(C)=C\C(=O)O (stereo unspecified)	2%&16%	-2%&-2%	2%&0%	0%&8%	x	5%&1%&0%	x	-1%&-3%
O=[N+]([O-])c1ccc(NC(=S)N/C(=N/CS(=O)(=O)c2ccccc2)c2ccccc2)cc1	-10%	u	-1%	i	5%	28µM*	-8%	6%
Cc1ccc(NC(=S)N2CCC(N(C)CC3CCCO3)CC2)c(C)c1 (stereo unspecified)	-4%	-12%	-6%	-9%	20%	-6%	x	1%
CCN=c1sc2ccccc2n1CC(O)COc1ccccc1 (stereo unspecified)	-9%	u	1%	-10%	-11%	-12%	x	-6%
COc1ccccc1OCCn1c(CO)nc2ccccc21	-18%	-5%	4%	13%	u	12%	-3%	-5%
COc1ccc(NC(=O)N2CC[C@@]3(CCCN(S(C)(=O)=O)C3)C2)cc1	-6%	x	x	-4%	x	-6%	x	-6%
C/C(CC(=O)Nc1ccc2c(c1)OCO2)=N\NC(=O)c1ccc(N)cc1	x	-13%	-1%	-4%	x	x	-2%	x
CCSc1nnc(-c2cc3c(s2)-c2ccccc2CC3)o1	16µM*	u	u	-2%	-14%	u	16%	3%
CC(=O)N(/N=C/c1ccc([N+](=O)[O-])o1)c1nc2ccccc2c(=O)n1-c1ccccc1	x	-13%	-13%	-4%	x	x	0%	x
O=C(NCCCN1CCOCC1)c1cc(-c2ccc(Cl)cc2)on1	-14%	-6%	2%	-7%	-17%	-14%	5%	0%
CCN(CC)C(=O)c1cc2c(=O)oc3ccccc3c2s1	-12%	-15%	-9%	-2%	1%	u	16%	-1%
COC(=O)c1cc(NC(=O)c2c(Cl)nc3sccn23)cc(C(=O)OC)c1	-5%	-7%	u	-9%	4%	-5%	2%	-1%
CCOC(=O)C(C)n1nc(/C=C/c2ccc(OC)cc2)ccc1=O (stereo unspecified)	7%	-6%	u	-18%	u	u	22%	2%
O=C(NCCCn1ccnc1)c1cc2ccccc2o1	-1%	1%	5%	i	16%[46 µM]	7%	1%	4%
O=C(NCC1(c2ccccc2)CCCC1)c1cccc(Br)c1	-33%[inhibitor]	-19%	-1%	-12%	-2%	-6%	22%	1%
Cc1ccc(S(=O)(=O)Nc2nncs2)cc1	10%	-12%	5%	-11%	-3%	9%	2%	-2%
Brc1ccc(CSc2nnc(-c3ccco3)o2)cc1	13µM*	11%	-4%	3%	7%	-6%	10%	-1%
CC(=O)c1sc(NC(=O)c2ccc(C)c(C)c2)nc1C	8.9µM*	-5%	u	-5%	-1%[9.22 µM]	-2%	5%	-2%
CN1CCN(C(=O)CN(c2ccccc2)S(=O)(=O)N(C)C)CC1	4%	0%	-5%	-10%	x	-1%	0%[11.4 µM]	-2%
COCCn1c(NC(=S)NC(=O)C2CC2)cc(=O)[nH]c1=O	26%	-10%	-13%	-2%	u	0.63µM*	-6%	0%
CC(C)(C)C(=O)/C=C(N)/C=C/c1ccccc1	14%	-11%	-5%	-5%	6%	-12%	-3%	-9%
O=C(Nc1cc(N2CCOCC2)ncn1)Nc1cccc2ccccc12	-25%	-11%	u	1%	-2%	13%	1%	-11%
CCC1CCCCN1C(=O)Nc1ccc(F)cc1 (stereo unspecified)	7%	-9%	9%	-2%	8%	-14%	18%	-8%
Clc1ccc(CNc2ccccc2NCc2ccc(Cl)nc2)cn1	x	u	u	-3%	u	-5%	u	-2%
COCCCNC(=S)NNC(=S)Nc1ccccc1	x	-18%	-3%	1%	x	18µM*	1%	x
CCCc1nc(N)c(C#N)c(-c2ccco2)c1CC	u	1%	7%	4%	4%	u	-7%	1%
N=c1sccn1CC(=O)Nc1ccccc1-c1ccccc1	2%	-18%	u	-9%	0%	u	-7%	-4%
O=C(O)c1cc2c(ccc3ccccc32)[nH]1	17%	-7%	u	0%	u	u	-2%[11.4 µM]	0%
O=C1c2cc(Br)ccc2O[C@@H](c2ccc3c(c2)OCO3)[C@@H]1O	18%	-13%	-10%	-3%	x	0%	x	1%
N#Cc1c(SCC(=O)Nc2ccccc2)nsc1SCC(=O)Nc1ccccc1	x	1%	-1%	2%	-19%	u	5%	x
Cc1cccc(OCCCC(=O)Nc2ccc(N3CCCCC3)cc2)c1C	10%	-20%	7%	-15%	0%	10%	-5%	-2%
COc1ccc(C2C(C(C)=O)=C(C)N=c3s/c(=C\c4cc(C)n(C)c4C)c(=O)n32)c(OC)c1 (stereo unspecified)	u	u	-7%	-20%	u	-7%	-18%	-5%
COc1cc(C=O)ccc1OCCOCCOc1ccc(Cl)cc1	-19%	-18%	7%	-23%	9%	3.5µM*	22%	-6%
C=NC(C(=O)NC1C(=O)N2C1SC(C)(C)C2C(=O)O)c1ccccc1 (stereo unspecified)	1%	-19%	u	i	x	u	x	-8%
Cc1ccc(S(=O)(=O)N(C)C)cc1NC(=O)CCc1c[nH]c2ccccc12	2%	-3%	3%	-21%	-13%[46 µM]	4.5µM*	-11%	2%
CCOC(=O)c1c(NC(=O)c2ccc(Cl)s2)sc(C)c1C	-6%	-5%	-5%	0%	-12%	u	2%	3%
Cc1ccc(C)c(NC(=O)c2ccccc2O)c1	-3%	-8%	-9%	-2%	u	7%	2%	-6%
CN(C)CCNC(NC(=O)c1cccs1)C(Cl)(Cl)Cl (stereo unspecified)	-4%	-5%	-5%	-8%	-2%	6%	6%	-1%
COC(=O)Cc1[nH]c(=O)[nH]c1C(=O)OC	x	-11%	-2%	-8%	x	x	-2%	x
CCN1CCN(c2nc(C)c3c(n2)CC(C)CC3=O)CC1 (stereo unspecified)	-1%	0%	-6%	4%	x	6%	-7%	1%
O=C(Nc1ccc(Cl)cc1)N1N=CCC1c1ccccc1 (stereo unspecified)	x	5%	3%	-5%	x	x	4%	x
COc1ccc(NC(=O)CCN2CCCC2)c(OC)c1	-1%	-13%	-6%	2%	-6%	9%	-9%	0%
C[C@@](N)(C(=O)O)c1ccc(P(=O)(O)O)cc1	x	-7%	u	-10%	x	18%	x	-1%
CCOC(=O)C1CCN(Cc2ccc(F)c(F)c2)CC1	-3%	-10%	-12%	i	13%	u	x	-5%
COC(=O)c1ccc(CSCC(=O)Nc2cc(OC)cc(OC)c2)o1	-14%	-9%	0%	-7%	-3%	0%	-9%	-3%
COc1ccccc1CNC(=O)CCc1nc2ccccc2c(=O)[nH]1	-13%	-8%	2%	-10%	6%	2%	x	0%
O=C(NCCOc1ccccc1Cl)C(=O)Nc1ccccc1	u	4%	5%	-11%	-12%	4%	1%	1%
Cc1ccc(S(=O)(=O)C2(C(=O)N3CCN(c4cc(C)ccc4C)CC3)CC2)cc1	-36%[inhibitor]	-10%	3%	-19%	x	-2%	x	2%
Fc1ccc(/C=N/NC(=S)Nc2cccnc2)cc1	1%	-12%	-2%	2%	-8%[9.22 µM]	22µM*	u	-9%
C=CCC(=O)N1CCCC(CNC(=O)c2ccc(-c3ccccc3)cc2)C1 (stereo unspecified)	x	0%	4%	-14%	u	-2%	8%	-1%
O=C(O)c1cc(-c2ccc(Cl)s2)nc2ccccc12	u	-6%	u	-1%	u	u	4%	3%
CCCCn1c(NC(=O)c2ccco2)c(S(=O)(=O)c2ccc(C)cc2)c2nc3ccccc3nc21	-22%	16µM*	u	u	u	u	-8%	3%

Shown as a hit in Tau ThT inhib, of those listed so far:
structure	Tau ThT inhib	JMJD2E inh	RECQ1 helicase	LMNA splice mod	ALDH1A1 inh
CCCCn1c(NC(=O)c2ccco2)c(S(=O)(=O)c2ccc(C)cc2)c2nc3ccccc3nc21	16µM*	u	u	u	u
